DAX1 inh-1: inhibits human nuclear receptor DAX1. P51843. HEK293 Gal4-DAX1 luciferase reporter, luminescence. inhibition, % at 6.75 µM. 0.99% of 340,000 active. AID 504766;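 active = inhibition above the mean over all tested compounds plus 3 SD, cut at about 4.2% in these data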;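 also: 0% = DAX1-transfected cells with DMSO and 100% = empty-vector control cells with DMSO; inhibition shows as a rise in luminescence from relieved DAX1 repression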
ssDAF12 agonist: activators of S. stercoralis DAF-12 nuclear receptor; HEK293 ssDAF-12/GRIP1 lit1-tk-luc reporter, luminescence; % of 3 µM dafachronic acid response; AID 652126; activation, % at 6.8 µM; 1% of 370,000 active;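 active = activation above the mean over all tested compounds plus 3 SD, cut at about 0.9% in these data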;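 also: 0% = DMSO-only wells and 100% = 3 µM delta7-dafachronic acid wells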
sPLA2-III inh: Blocks human group III sPLA2 activity; QFRET BODIPY PC-A2 liposome hydrolysis, fluorescence; inhibition, % at 12.2 µM; 0.56% of 370,000 active; AID 743126;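 active = inhibition above mean plus 3 SD of compounds lying within the high and low control bounds, cut at about 19% in these data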;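 also: 0% = median of test compound wells and 100% = no enzyme DMSO wells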
FXN GAA850 act: increases GAA850 frataxin promoter reporter activity | activation, % at 6 µM | HEK293 lucGAA850 FXN promoter luciferase reporter, 24 h; percent of 10 µM SAHA response | 0.56% of 360,000 active;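 active = activation above the average of all compounds screened plus 3 SD, cutoff fixed separately per campaign, cut at about 7.5% in these data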;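 also: 0% = DMSO wells and 100% = 10 µM SAHA wells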
proKLK7 act: activates the human kallikrein-7 zymogen; AID 652039; purified proKLK7, EDANS-DABCYL substrate fluorescence; 100% is mature enzyme control, 0% vehicle; 0.9% of 370,000 active; activation, % at 7 µM; P49862;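 active = activation above the mean of all tested compounds plus 3 SD, computed per campaign excluding outliers beyond control limits, cut at about 13% in these data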
SMARCA2 act: increases SMARCA2 function in MMTV reporter cells; MG213 cells, MMTV-luciferase reporter, dexamethasone, overnight; activation, % at 9.1 µM; 1% of 370,000 active; AID 652017; in the data active = activation above about 7.8%;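 also: 0% = vehicle wells and 100% = reference activator wells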
NPR2 activator: GC-B (human) receptor activation. activation, % at 10 µM. HEK293-GC-B cells, CNP EC30, cGMP TR-FRET; 0% at EC30 CNP, 100% saturating CNP. 0.11% of 370,000 active. P20594;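 active = activation at 10 µM reaching about 35% in either raw or pattern-adjusted values, limit read from the data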
NPR1 activator: GC-A (human) enzyme activation; 0.14% of 370,000 active; HEK293 GC-A cells, cGMP TR-FRET, EC30 ANP; 0% at EC30 ANP, 100% saturating ANP; P16066; activation, % at 10 µM; in the data active = activation above about 40%
Target sequence (P16066 whole entry, looked up): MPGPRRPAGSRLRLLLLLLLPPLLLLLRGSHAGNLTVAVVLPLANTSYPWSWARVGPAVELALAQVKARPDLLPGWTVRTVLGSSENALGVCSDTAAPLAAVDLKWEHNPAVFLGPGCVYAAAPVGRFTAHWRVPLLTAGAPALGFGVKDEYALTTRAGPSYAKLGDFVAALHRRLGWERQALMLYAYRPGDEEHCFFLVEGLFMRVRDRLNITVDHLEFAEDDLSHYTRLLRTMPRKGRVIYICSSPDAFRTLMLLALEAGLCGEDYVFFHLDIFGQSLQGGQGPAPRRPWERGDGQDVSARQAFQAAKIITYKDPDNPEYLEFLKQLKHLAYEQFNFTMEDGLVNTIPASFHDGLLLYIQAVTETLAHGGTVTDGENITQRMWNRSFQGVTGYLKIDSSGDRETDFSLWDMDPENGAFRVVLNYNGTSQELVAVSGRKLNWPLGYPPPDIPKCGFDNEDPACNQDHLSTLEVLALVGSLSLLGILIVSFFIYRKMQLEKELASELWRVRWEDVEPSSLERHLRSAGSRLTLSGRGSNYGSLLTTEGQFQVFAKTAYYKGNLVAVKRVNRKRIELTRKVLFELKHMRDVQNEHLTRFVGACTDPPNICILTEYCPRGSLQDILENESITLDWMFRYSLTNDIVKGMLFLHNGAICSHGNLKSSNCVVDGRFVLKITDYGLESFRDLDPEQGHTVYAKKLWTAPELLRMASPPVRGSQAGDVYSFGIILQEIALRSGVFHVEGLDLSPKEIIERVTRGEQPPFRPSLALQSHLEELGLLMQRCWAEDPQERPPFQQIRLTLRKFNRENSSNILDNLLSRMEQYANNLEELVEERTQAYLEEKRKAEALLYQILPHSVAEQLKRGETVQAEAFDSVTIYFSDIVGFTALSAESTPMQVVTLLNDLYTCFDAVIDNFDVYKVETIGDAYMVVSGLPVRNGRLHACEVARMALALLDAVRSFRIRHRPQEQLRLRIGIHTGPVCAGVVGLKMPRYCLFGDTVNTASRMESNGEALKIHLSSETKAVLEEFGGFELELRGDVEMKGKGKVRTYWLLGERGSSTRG
hcDAF-12 act: activators of H. contortus DAF-12 nuclear receptor | HEK293 hcDAF-12 lit1-tk-luc reporter, luminescence; 0% DMSO, 100% Δ7-dafachronic acid | activation, % at 6.8 µM | 1.4% of 370,000 active;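 active = activation above the mean of all tested compounds plus 3 SD, cut at about 5.5% in these data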;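 also: 100% = response to 3 µM Δ7-dafachronic acid high control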
hgDAF12 agonist: agonists of H. glycines DAF-12 nuclear receptor; HEK293 GAL4-hgDAF12 UAS-luciferase reporter, agonist luminescence; normalized to butyrate control; activation, % at 6.8 µM; AID 687014; 1.8% of 370,000 active;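 active = activation above a cutoff set at the mean of all screened compounds plus 3 SD, cut at about 10% in these data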;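 also: 0% = DMSO wells and 100% = sodium butyrate wells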
DAX1 inh-2: blocks DAX1 repression of SF-1 activated StAR promoter. HEK293T StAR-luciferase reporter, SF-1/DAX-1 repression relief. inhibition, % at 6.8 µM. 1.1% of 370,000 active. AID 652010;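 active = inhibition above the mean over all tested compounds plus 3 SD, cut at about 3.6% in these data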;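 also: 0% = DAX-1 cells with DMSO and 100% = cells lacking DAX-1 with DMSO; higher inhibition means more luminescence from relief of DAX-1 repression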
The depositor's hits bear a star; . = no result given. Compounds were not picked by outcome; any-hit rate near 6.7%.

SMILES	DAX1 inh-1	ssDAF12 agonist	sPLA2-III inh	FXN GAA850 act	proKLK7 act	SMARCA2 act	NPR2 activator	NPR1 activator	hcDAF-12 act	hgDAF12 agonist	DAX1 inh-2
CC(C)N(C(=S)NCc1ccccc1)c1ccccc1	-1.0	-0.6	8	-1.4	-0.4	-5	-3	-8	1.6	-2.6	0.0
COC(=O)Cc1ccc(NC(=S)NCc2ccco2)cc1	0.2	-0.7	5	2.5	0.6	-1	3	-3	-1.3	-0.4	0.1
O=C(COc1ccc(Cl)cc1Cl)NCC1(N2CCOCC2)CCCCC1	0.6	-1.3	-1	2.0	-0.2	-2	-6	-8	0.8	1.1	0.3
CC(=O)c1ccc(S(=O)(=O)NCCC(=O)N2CCN(c3ccccn3)CC2)cc1	-0.1	-1.4	7	-0.6	-1.2	-3	3	1	-0.9	0.4	0.2
COC1c2ccccc2C(=O)N1CCc1ccc(Cl)cc1 (stereo not given)	0.8	-1.5	5	0.7	0.1	1	-11	-23	0.3	6.0	-0.3
COc1cccc(C(=O)C2CCCN(C(=O)c3ccc(C#CC(C)(C)O)cc3)C2)c1 (stereo not given)	0.6	-1.6	-13	-3.1	0.3	-3	-5	2	-2.5	0.1	-0.9
N#CC1=C(SCC(=O)NC2CCCCC2)NC(=O)CC1c1ccco1 (stereo not given)	-0.3	-1.1	8	1.7	-0.1	0	2	0	-1.4	0.2	0.6
O=C(Cn1cnc2c(nnn2Cc2ccc(F)cc2)c1=O)NCc1ccco1	0.8	-1.1	-3	-0.6	-0.6	1	4	-1	0.0	-1.9	0.4
Cc1ccc(-n2ncc3c(N4CCN(c5ccc(F)cc5)CC4)ncnc32)c(C)c1	-0.9	-1.4	7	-0.1	5.5	-4	4	8	-0.9	1.0	-0.5
C=Cc1ccc(Cn2c(C)c(C(=O)NCc3ccc(C#N)cc3)sc2=O)cc1	.	-2.0	-21	-3.2	0.3	-1	-14	-4	-2.9	-3.2	-2.3
COC(=O)N1C[C@H](OCc2cn(-c3ccc(OC)cc3)nn2)[C@H]2C[C@@H]1c1ccccc1O2	.	-1.1	-11	.	0.2	0	6	-1	0.0	-3.7	-1.0
COc1ccc(N(C(=O)c2cccnc2)S(=O)(=O)c2ccccc2)cc1	0.0	-1.7	-2	1.2	-0.2	0	-4	-18	-2.7	-3.7	-0.3
CC(=O)c1cc(C(C)=O)c(C)nc1C	0.9	-1.6	7	-2.6	-0.5	-5	2	4	1.3	-0.2	0.9
CCN(CC)C(=O)Oc1ccc(NC(C)=O)cc1	2.2	-1.6	10	-1.1	0.1	-1	9	4	-2.0	-1.0	-0.8
CC(C)(C)c1ccc(CC(=O)N2CCC2(C)C(=O)NS(=O)(=O)c2ccc(F)cc2F)cc1 (stereo not given)	.	-1.6	0	-1.7	0.4	-1	1	2	-1.7	0.9	-0.8
CCCCCC(=O)N1C[C@H](O)[C@@H](n2cc(-c3ccc(F)cc3)nn2)C[C@@H]1c1ccccc1	1.9	-1.1	8	1.3	0.3	0	-2	-2	-0.5	4.2	-1.1
CC1(CCc2ccccc2)NC(=O)N(CC(=O)O)C1=O (stereo not given)	3.2	-1.0	-5	-1.6	-0.4	1	3	5	-0.2	0.5	0.7
Cc1c(NC(=O)c2cccs2)cccc1C(=O)O	0.5	-0.2	0	0.9	-0.1	4	4	4	0.1	2.4	0.6
OC[C@@H]1CN(Cc2ccccc2)C[C@H](n2cnc3c(NCc4ccco4)ncnc32)O1	.	-0.8	-9	0.9	0.8	-1	-7	-1	-1.3	0.6	-1.2
CC(=O)c1ccc(NC(=S)Nc2cccc3cnccc23)cc1	1.2	-1.4	-3	0.3	1.2	-4	-6	-5	0.0	-3.5	-2.7
COc1ccc(Br)cc1-c1nc(CCl)cs1	0.2	-1.5	-4	-0.3	0.9	1	-6	7	2.6	-2.1	-0.6
O=C(O)CCCN1C(=O)/C(=C\c2ccco2)SC1=S	-0.8	-3.3	-40	-4.3	0.3	-3	4	-1	-4.0	-10	-0.8
COc1cccc2c(=O)c(C(=O)O)c[nH]c12	1.5	-1.0	3	1.1	11	-1	-1	3	1.8	-1.6	-0.1
Cc1ccc(C(=O)c2ccc(CC(=O)O)n2C)cc1	0.3	-1.8	-7	1.1	-0.4	-4	4	4	-0.3	-1.5	-0.1
Cc1ccc(/C=N/Nc2ccc(Cl)nn2)cc1	2.7	-0.9	12	4.9	0.0	-1	2	0	-0.8	7.9	1.4
O=C(Cn1c2ccccc2c(=O)c2ccccc21)N/N=C/c1ccc(N2CCCC2)c([N+](=O)[O-])c1	-1.4	-1.8	0	1.9	1.2	-2	3	2	1.4	-1.0	-0.3
Cc1ccc(C)c(NC(=O)CN(C)C(=O)c2sccc2C)c1	0.3	-0.8	-2	1.6	0.1	-1	2	2	-0.4	2.2	-0.6
CC1(C)CC2(CC(c3ccccc3)c3ccc(O)cc3O2)NC(=S)N1 (stereo not given)	-0.8	-1.7	8	-7.7	0.5	-1	-1	24	-2.6	2.8	-0.7
Cc1cc(C)cc(NC(=O)C(=O)NCCc2c[nH]c3ccccc23)c1	-0.1	-0.2	-78	-1.8	0.4	2	-4	0	-2.4	-0.7	0.2
CCOc1ccc(C(=O)Nc2nnc(S(=O)(=O)Nc3ccccc3C)s2)cc1	1.4	-1.0	-17	-0.7	0.5	-2	5	2	3.1	0.1	-0.1
CC(C)(C)OC(=O)N1CCC(c2cc(=O)n3[nH]c(-c4ccc(Cl)cc4)cc3n2)CC1	0.4	-1.6	-14	-1.0	-0.3	2	13	9	-1.9	1.2	0.0
COCCn1c(SCC(=O)N2CCc3ccccc3C2)nc2cc(Cl)ccc2c1=O	-0.8	-1.0	6	1.8	0.3	2	-4	-9	1.4	-1.9	-0.7
Cc1cc(C)cc(-n2c(C)cc(C(=O)CSc3nnnn3C)c2C)c1	-1.0	-1.4	-13	-0.2	0.8	1	-1	-4	-1.0	2.2	-1.5
Oc1c(C(c2ccccc2)N2CCN(Cc3ccccc3)CC2)sc2ncnn12 (stereo not given)	0.0	-1.4	-7	1.1	0.8	-1	8	2	-0.5	-1.0	-0.6
C#CCNC(=O)C1=C[C@@H](c2ccc(Br)cc2)C[C@@H](OCc2ccc(CO)cc2)O1	1.7	-1.5	-20	0.5	0.1	2	-3	-3	-0.1	2.5	-0.5
CN=C(NC#N)SCC(=O)c1ccc(Cl)cc1Cl	0.9	-1.3	-5	2.6	0.2	1	5	-2	-1.0	-0.8	-0.3
Cc1ccc2nc(/C(C#N)=N/O)[nH]c2c1	-0.3	0.2	-22	2.9	-0.6	1	-4	2	1.7	-0.4	1.9
CN1OC[C@@H]2CN(Cc3ccccc3)[C@H](c3cccc(-c4ccc(C#N)cc4)c3)C[C@@H]21	0.2	-0.8	-1	1.1	-0.5	-5	-18	-26	0.1	4.0	1.9
CCOc1ccccc1NC(=O)CN(c1ccc(OC)cc1)S(=O)(=O)c1c(C)[nH]c(=O)[nH]c1=O	-0.4	-0.8	-27	-0.1	0.1	6	2	0	-0.5	-0.9	-0.5
CC1CCN(C(=O)C(=O)Nc2sc3c(c2C(=O)O)CC(C)(C)OC3)CC1	0.4	-1.0	-2	-0.3	0.2	-3	-4	-6	-1.2	-1.2	0.0
CCOc1cc(C(=O)Nc2ncn[nH]2)cc(OCC)c1OCC	-0.8	-1.8	0	-1.1	-0.1	-2	-2	-1	-0.2	-2.4	0.3
COc1ccc(-c2c(=O)n(OCc3ccccc3[N+](=O)[O-])c3ccccc3[n+]2[O-])c(OC)c1	-1.8	-1.4	5	-0.1	0.4	-3	-4	0	1.1	-3.4	-0.9
COc1cccc(OCc2cc(C(=O)NC3CCOCC3)no2)c1	1.2	-0.6	3	3.0	-0.2	3	-2	1	2.5	7.0	2.6
O=C(NNC(=S)NC(=O)c1cccc([N+](=O)[O-])c1)c1ccc(O)cc1	-1.1	-0.9	16	2.0	-0.6	-1	7	4	-0.3	1.0	0.3
COc1ccc2oc(C(=O)OC(C)C(=O)N3CCC(C)CC3)c(C)c2c1 (stereo not given)	0.2	-1.9	-2	1.6	3.7	2	4	-1	0.1	-2.6	-2.2
O=C(C1CC1)N1CCN=C1SCc1cccc(F)c1	-0.1	-0.8	-1	0.4	-0.8	0	-11	2	-0.8	0.5	-0.4
Cc1ccc(Nc2c([N+](=O)[O-])ccc3c2=NC2(CCCCC2)N=3)cc1	-0.1	-1.1	10	-0.5	-0.7	-1	-9	-9	0.8	-1.5	-0.6
Cc1ccccc1CCN(CC(=O)NCc1ccc(F)cc1)C(=O)c1csnn1	-1.5	-1.0	-1	-0.3	0.4	-1	3	-2	-1.1	-1.0	0.3
O=C1N=C(N2CCOCC2)S/C1=C\c1ccccc1OS(=O)(=O)c1ccccc1	0.5	-1.1	-2	0.8	0.4	-5	-16	2	0.3	1.1	0.0
C=C(C)c1cccc(C(C)(C)NC(=O)NCc2ccc(OC)cc2)c1	-1.4	-0.8	-5	-1.7	0.2	-1	2	-8	-1.2	-2.5	0.0
C[C@H](CO)N1C[C@H](C)[C@@H](CN(C)S(=O)(=O)c2cn(C)cn2)Oc2cc(Br)ccc2S1(=O)=O	0.8	-1.3	5	0.4	-0.1	-2	11	-1	1.3	0.5	-0.1
COc1ccc(OC)c(Nc2nc(-c3c(C)nc4ncccn34)cs2)c1	0.4	-1.1	2	4.7	-0.9	-4	0	9	0.1	-3.8	-0.7
O=C(/C=C/c1ccc(-c2ccccc2)cc1)NC1=NCCS1	.	-0.4	-2	.	.	.	-5	2	3.6	18*	.
O=c1cc(N2CCCCC2)[nH]c(=O)n1C1CCCCC1	1.8	-1.7	-2	1.4	0.6	3	5	1	-0.5	5.5	1.0
Cn1c(=O)[nH]c2cc(Cl)cnc21	-0.5	-1.2	-1	-1.0	0.4	0	3	1	-0.1	2.9	0.4
CC1C(=O)N2CCCc3cc(S(=O)(=O)N4CCN(c5ccccc5F)CC4)cc1c32 (stereo not given)	0.1	-1.3	-28	-1.6	-0.2	-1	1	-3	-1.3	-2.5	-0.5
COc1ccc2c(c1)c(C(=O)N/N=C/c1ccc(O)c(O)c1)c(C)n2C	1.0	-1.0	12	2.3	-6.0	5	-5	-2	-0.5	-2.2	-0.4
COC(=O)c1cc(-c2cc3ccccc3s2)c(=O)n2c1CCC2	.	-0.4	-3	.	-0.7	3	-2	6	3.4	2.5	-0.2
Cc1ccc(OCCOCCOc2ccc(Br)cc2/C=N\NC(=O)c2ccncc2)cc1	1.6	-1.6	-24	1.9	-0.6	2	-5	-11	-1.1	-0.7	0.1
CS(=O)(=O)N1CCC(C(=O)Nc2ccc3c(c2)OCCO3)CC1	-0.1	-1.2	0	1.3	0.4	0	-2	-1	-0.4	0.3	0.3
Cc1ccc(NC(=O)C(=O)NCCOc2ccccc2Cl)cc1	1.0	-0.8	0	1.9	-1.0	-4	-5	5	-0.6	0.5	-0.1

Screening data from PubChem.
